# CCT modulator – modulators of cytosolic chaperonin (CCT/TRiC) activity | actives 0.3% (n = 360,000) | activity change, % (test concentration not listed), hits read low | purified chaperonin ATPase assay, HTRF ADP detection, 30 min; in the data active = activity change below about -30%; also: % is scaled to controls: 0 for no effect and ±100 for the full control effect
#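 TRiC (40 or 20 nM final, by batch activity) in 30 mM Tris pH 7.4, 100 mM KCl, 5 mM MgCl2, 1 mM DTT was treated with compound at 76 uM single dose, then 10 uM ATP, 30 min at 37 °C. ADP was read by HTRF Transcreener.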
# EPAC1 antagonist – EPAC1 (human) antagonism | O95398 | EPAC1 GEF assay, Rap1b-BODIPY-GDP exchange fluorescence | Potency, µM (titrated, usually from 115 µM), without a hit: top-dose activity change, negative = inhibition, most hits filed as inhibitors | actives 0.14% (n = 360,000) | AID 720709;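 also: potency is read from the fitted curve at half-maximal effect; plate controls were vehicle for no effect and positive control for full effect; nearly all actives have a fitted effect of over 50% in size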
# PLK1 PBD block – inhibitors of human PLK1 polo-box domain binding | P53350 | Plk1 PBD binding of FITC phosphopeptide, fluorescence polarization | Potency, µM, without a hit: max response, negative = inhibition, most hits filed as inhibitors | actives 2.8% (n = 360,000) | AID 720504; also: potency is read from the fitted curve at half-maximal effect; series mostly up to about 57 µM; % is scaled to controls: 0 for no effect and ±100 for the full control effect; nearly all actives have a fitted effect of over 65% in size
# Target sequence (P53350 whole entry, looked up, the tested form may be a part): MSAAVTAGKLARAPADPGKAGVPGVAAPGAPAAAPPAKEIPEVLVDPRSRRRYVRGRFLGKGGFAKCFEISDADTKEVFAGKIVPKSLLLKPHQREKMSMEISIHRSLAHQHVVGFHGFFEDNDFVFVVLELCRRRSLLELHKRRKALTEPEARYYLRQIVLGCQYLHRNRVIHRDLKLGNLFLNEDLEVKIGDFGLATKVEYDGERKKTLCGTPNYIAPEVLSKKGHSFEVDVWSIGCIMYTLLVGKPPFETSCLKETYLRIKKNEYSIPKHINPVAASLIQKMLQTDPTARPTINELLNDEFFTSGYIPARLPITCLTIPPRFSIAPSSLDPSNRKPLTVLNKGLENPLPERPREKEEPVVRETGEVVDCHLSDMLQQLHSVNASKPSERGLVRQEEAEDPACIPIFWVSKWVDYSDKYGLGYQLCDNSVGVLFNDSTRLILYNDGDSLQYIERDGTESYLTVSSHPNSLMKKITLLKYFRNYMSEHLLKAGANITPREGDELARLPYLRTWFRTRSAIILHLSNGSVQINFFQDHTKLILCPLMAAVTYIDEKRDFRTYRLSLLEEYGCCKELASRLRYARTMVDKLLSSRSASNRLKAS
# PI5P4Ka inh – inhibitors of human PI5P4K alpha | P48426 | PI5P4Kalpha enzyme, ADP-Glo luminescence, 60 min; hits give low values | max response, % | actives 1.2% (n = 330,000) | AID 652105; active = max response of -50% or lower; inconclusive = between -30% and -50%; inactive = -30% or higher; also: value at the top dose of about 77 µM; % is scaled to controls: 0 for no effect and ±100 for the full control effect
# Target sequence (P48426 whole entry, looked up): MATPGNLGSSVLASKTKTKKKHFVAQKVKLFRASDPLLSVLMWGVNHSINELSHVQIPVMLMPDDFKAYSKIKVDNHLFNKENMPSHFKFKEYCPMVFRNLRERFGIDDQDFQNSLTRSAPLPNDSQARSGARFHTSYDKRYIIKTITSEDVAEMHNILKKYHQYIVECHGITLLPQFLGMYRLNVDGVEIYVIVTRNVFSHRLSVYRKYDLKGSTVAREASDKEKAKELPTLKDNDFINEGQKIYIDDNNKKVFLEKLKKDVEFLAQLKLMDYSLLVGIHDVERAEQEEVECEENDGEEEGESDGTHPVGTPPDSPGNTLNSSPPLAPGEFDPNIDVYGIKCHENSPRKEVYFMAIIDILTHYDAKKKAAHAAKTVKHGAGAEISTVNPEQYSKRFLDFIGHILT
#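 Enzyme plus substrate dispensed, test compounds pinned in, then ATP (5 microM final) added. After 60 min at RT, ADP-Glo reagent 1 for 45 min and reagent 2 for 30 min preceded luminescence imaging.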
# WRN inhibitor – WRN helicase (human) inhibition. actives 0.46% (n = 360,000). Potency, µM (titrated, usually from 114 µM), for the others: at the top dose activity change, negative = inhibition, actives largely listed as inhibitors. Q14191. AID 651768. WRN helicase unwinding, fluorescent forked duplex, kinetic; also: potency is read from the fitted curve at half-maximal effect; % is scaled to controls: 0 for no effect and ±100 for the full control effect; nearly all actives have a fitted effect of over 55% in size
#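 Screening of the MLSMR collection measured strand separation of a quenched forked DNA duplex (100 nM) by 20 nM WRN with 2 mM ATP, all final. Compounds were preincubated with enzyme 15 min at room temperature.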
# EPAC1 ag – agonists of human EPAC1 | AID 720707 | actives 0.073% (n = 360,000) | O95398 | Potency, µM (top dose mostly 154 µM), for inactives: at the highest dose activation, most hits filed as activators | EPAC1 agonist qHTS, biochemical assay; response scale: 100% = response to 6.5 mM cAMP; also: potency is read from the fitted curve at half-maximal effect; nearly all actives have a fitted effect of over 60% in size
#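 EPAC1 100 nM, Rap1B–BODIPY-GDP 250 nM, unlabeled GDP 50 uM; compound titration; 5 min RT; kinetic read ex480/em540 at 5-min intervals ×30 min; data normalized to 6.5 mM cAMP agonist control.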
# IL2 activator – activates IL-2 in a cell-based reporter assay. AID 652025. IL-2 activation reporter assay, cell-based qHTS; stimulated with anti-CD3/CD4/CD28 beads; in transgenic mouse T cells. actives 0.065% (n = 360,000). activation, % (series mostly up to about 46 µM); in the data active = activation above about 50%; inconclusive = mostly about 30% to 49%; also: 0% is about no effect
#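 First, unstimulated transgenic mouse T cells were exposed to compound for 60 min. Next, anti-CD3/anti-CD4-coated beads with anti-CD28 were added. Finally, after 18 h at 37 degrees C, EGFP and DsRed were imaged.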
# EPAC2 agonist – activates human EPAC2 exchange factor | Q8WZA2 | EPAC2 activation, biochemical qHTS; response scale: 100% = 6.5 mM cAMP response | Potency, µM (titrated, usually from 154 µM), without a hit: at the highest dose activation, hits mostly activators | actives 0.079% (n = 360,000) | AID 720711; also: potency is read from the fitted curve at half-maximal effect; nearly all actives have a fitted effect of over 50% in size
#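 Compounds were added across a concentration range to EPAC2 (100 nM), RAP1B-BODIPY-GDP (250 nM) and GDP (50 uM). After 5 min at room temperature, fluorescence was recorded at 5-min intervals for 30 min.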
# Starred values were filed as active, the others as inactive; ? = inconclusive; . = not tested or not shown; [ ] = remark or other dose. Unless noted, calls follow the shape of the dose curve; as a rule, active = well fitted curve in the direction sought with a large enough effect; inconclusive = small, poorly fitted or top-dose-only effect, or another doubt; inactive = no such curve, though single readings can be large; an effect the other way counts as inactive or inconclusive. The list is partial (hit frequency here may not be typical).
Molecule	EPAC1 ag	PI5P4Ka inh	IL2 activator	EPAC2 agonist	EPAC1 antagonist	WRN inhibitor	PLK1 PBD block	CCT modulator
N#CC1CCN(C(=O)c2ccc3c(Cl)c4c(nc3c2)CCCC4)CC1	14%	0	0.9	6%	-4%	-4%	-3%	0.5
COc1ccc(CCC(=O)Nc2ccc(OC)c(S(=O)(=O)N3CCCCC3)c2)cc1	-4%	2	0.7	3%	-17%	2%	-14%	1.3
Cn1nnnc1SCc1cc(=O)n2ccsc2n1	-4%	.	0.1	9%	6%	1%	-1%	-1.7
Cc1ccc(C)c(NC(=S)NC(NC(=O)N(C)C)C(Cl)(Cl)Cl)c1 (stereo unspecified)	-5%	.	-3.2	4%	10%	-3%[57.1 µM]	-11%	4.7
Cc1ccccc1NS(=O)(=O)c1cc(C(=O)Nc2cccc([N+](=O)[O-])c2)ccc1C	11%	-4	-2.6	0%	-15%	-16%	2%	-1.2
C/C(N=Nc1nc2ccccc2s1)=N\Nc1ccccc1O	-25%	-5	-0.9	-5%	-3%	4%	-27%	-0.9
N#CC1=C(c2ccccc2)/C(=C/c2ccccc2)OC1=O	-4%	4	1.0	2%	2%	?	1.1µM*	-0.9
C=CCN1c2ccccc2[C@]23C[C@@H](C(=O)OC)N(C(=O)c4ccc(Br)cc4)C2=NC(C(=O)OC)=C(C(=O)OC)[C@H]13	6%	-3	0.6	20%	-10%	-2%	-15%	-6.5
COc1ccc(C(=O)OCC(=O)NCCN2C(=O)CSC2=O)cc1[N+](=O)[O-]	2%	-1	-0.4	4%	-8%	-12%	-4%	0.4
CCOCc1c(C(=O)OCC(=O)NCc2ccc(F)cc2)oc2ccccc12	-3%	-22	-0.4	-1%	-7%	-11%	0%	0.5
CCOC(=O)C1=C(N)N(c2ccccc2)C2=C(C(=O)CCC2)C1c1cccnc1 (stereo unspecified)	-1%	0	-4.3	0%	13%	7%	4%	-0.1
CN1CCN(C(=O)C2CCN(S(=O)(=O)c3ccc(F)cc3)CC2)CC1	-1%	-9	1.1	7%	-5%	5%	-6%	-0.1
CC1CN(C(=O)COC(=O)c2cc(Cl)ccc2[N+](=O)[O-])CC(C)O1 (stereo unspecified)	5%	0	-0.6	11%	29%	16%	-9%	1.4
CC(C)(C)NC(=O)C(c1ccco1)N(C(=O)Cn1nnc(-c2ccc(F)cc2)n1)c1ccccc1 (stereo unspecified)	0%	.	-3.2	12%	10%	-9%	-6%	-1.9
COc1ccc(OC)c(C2=NOC(C(=O)NCc3cccnc3)C2)c1 (stereo unspecified)	-2%	4	-6.2	0%	-6%	3%	9%	-3.1
COC(=O)c1c(C)noc1-c1cc(C)on1	9%	0	-0.1	-2%	-16%	-7%	-6%	0.4
CC(=O)c1c(C(C)=O)c(C)n(Cc2ccccc2)c1C	2%	.	0.5	1%	8%	-2%	-3%	0.9
Cc1oc(S(=O)(=O)N2CCCC2)cc1C(=O)Nc1ccc(F)cc1	3%	1	-4.7	9%	1%	-4%	-12%	-0.7
O=C(CCCOc1ccccc1)Nc1ccc(S(=O)(=O)N2CCOCC2)cc1	0%	2	-0.3	3%	-6%	-2%	-3%	-3.7
Cc1onc(-c2ccccc2Cl)c1C(=O)OCc1nnc(-c2ccccc2)o1	1%	-2	-6.4	26%	0%	-12%	-1%	-0.4
CN(Cc1ccccc1OCCO)CC1CCCN(CCc2ccc(Cl)cc2)C1 (stereo unspecified)	1%	9	-0.5	1%	-18%	3%	3%	-1.5
O=C(Nc1ccc(OC(F)F)cc1)c1cc(S(=O)(=O)N2CCOCC2)ccc1N1CCCC1	12%	-3	-4.5	12%	-8%	4%	-10%	-3.5
CC(=O)N1Cc2ccccc2CC1C(=O)NCc1ccccc1F (stereo unspecified)	12%	-16	-2.4	8%	9%	0%	-5%	-1.4
O=C(NCCCn1ccnc1)/C(=C/c1cccnc1)NC(=O)c1ccco1	9%	-1	-0.3	8%	2%	2%	-4%	-2.1
Cn1cc(S(=O)(=O)NC[C@H]2O[C@@H](n3cnc4c(N)ncnc43)[C@H](O)[C@@H]2O)cn1	-5%	1	0.6	6%	-23%	-9%	-13%	-6.2
Cc1ccccc1C(=O)N1CCN=C1SCc1ccc([N+](=O)[O-])cc1	12%	1	-0.5	18%	-10%	-9%	-7%	1.0
O=C(NC(=S)Nc1ccc(N2CCOCC2)cc1)c1cccc(Cl)c1Cl	22%	10	-0.3	10%	-14%	0%	0%	0.4
COc1ccc(C(C)C)cc1-c1cc(C(=O)NCc2cccc(C(F)(F)F)c2)[nH]n1	-21%	2	0.3	-4%	-17%	6%	4%	-0.2
CNC(=S)N/N=C/c1cc(Br)c(OCc2ccncc2)c(OC)c1	-4%	-1	-1.3	-3%	-9%	-1%	2%	0.3
CC(C)CC1CC(C)(c2csc(NNC(=O)c3ccccc3)n2)OC1=O (stereo unspecified)	0%	3	-0.2	6%	-4%	4%	-7%	0.9
Cc1ccc(C)c(N(CC(=O)N2CCc3ccccc3C2)S(C)(=O)=O)c1	-6%	-1	0.3	2%	6%	-1%	-1%	-2.6
CCCCCCCCCCSc1n[nH]c(NC(C)=O)n1	2%	.	0.5	-19%	8%	0%	-1%	0.5
CCOC(=O)Cc1csc(SCC(=O)Nc2cccc(Cl)c2)n1	-7%	-1	-0.1	-12%	-3%	-6%	-3%	-7.7
S=C(Nc1ccccc1Cl)Nc1ccc(Cl)cc1Cl	-2%	-3	0.8	0%[15.6 µM]	10%	4%	?	-2.6
CC(=O)Nc1ccc(C(=O)Nc2cc(S(=O)(=O)N3CCOCC3)ccc2N2CCOCC2)cc1	-7%	2	-2.3	0%	-2%	1%	2%	0.1
CCC(=O)Oc1c(C(=O)CC)cc2c(C)cc(=O)oc2c1C	3%	6	2.2	6%	-3%	-2%	-12%	-1.1
COc1ccc(-c2csc(N3C(=O)C4C5c6ccccc6C(c6ccccc65)[C@@H]4C3=O)n2)cc1 (stereo partly specified)	-1%	-6	1.1	-8%	-5%	5%	7%	-3.3
CCCN(CCC)C(=O)CCS(=O)(=O)c1cccc2nsnc12	5%	-9	2.6	11%	1%	-1%	-14%	-1.0
CCc1nnc(N/N=C/c2cc(C)c(C)cc2C)n1N	6%	6	-1.3	-1%	-9%	0%	-5%	1.1
O=C(CSc1nc2ccccc2c(=O)n1-c1ccccc1)N1CCCc2ccccc21	7%	1	-1.0	14%	?	-8%	-12%	0.0
CCn1c(N)nc2ccccc21	-4%	-5	0.9	-3%	-6%	6%	2%	1.6
Cc1ccc(SCC(=O)Nc2ccc(F)cc2[N+](=O)[O-])cc1C	11%	8	-3.2	14%	?	-1%	-11%	-3.0
Nc1nc2ccc(O)cc2s1	5%	7	0.1	3%	7%	-7%	1%	-0.7
CC(=O)c1c(C)nc2ccc(Br)cc2c1C(=O)O	-11%	-2	-0.2	7%	-2%	-8%	0%	-0.5
Cc1ccc(-n2nc3c(c2NC(=O)CCC2CCCCC2)CS(=O)C3)cc1 (stereo unspecified)	-8%	-7	-2.7	1%	-25%	0%	-2%	-0.2
Cc1ccc(/C=N/NC(=O)c2csc(C)c2)o1	-1%	.	-0.9	-5%	2%	-6%	-2%	-0.7
COCCNC(=O)c1cccc(OC2CCN(C(C)COc3ccccc3)CC2)c1 (stereo unspecified)	2%	-6	0.3	-6%	-12%	-3%	3%	-0.9
CCOC(=O)N1CCN(S(=O)(=O)N2CCCC(C(=O)NCCc3ccc(OCC)c(OCC)c3)C2)CC1 (stereo unspecified)	-20%	6	-3.3	-13%	-5%	1%[57.1 µM]	1%	-0.8
COc1ccccc1N(C(=O)c1ccco1)C(C(=O)NC1CCCC1)c1cccnc1 (stereo unspecified)	-1%	2	0.2	7%	0%	-9%	-1%	1.4
CCC(=O)Nc1sc2c(c1C#N)CCCCC2	-1%	0	3.0	0%	5%	-5%	2%	2.9
COc1ccc(NC(=O)N2CCC(c3nc4ccccc4[nH]3)CC2)cc1	4%	1	-2.3	12%	5%	-3%	-9%	-3.3
O=C(Nc1ccc(Cl)cc1)c1nc[nH]c1C(=O)N1CCc2ccccc2C1	-17%	0	0.6	1%	19%	16%	2%	-1.1
Cc1cc(C(O)c2ncc(-c3ccccc3)[nH]2)ccc1F (stereo unspecified)	-12%	0	-0.2	6%	-22%	3%	0%	-0.8
Cc1cc(CN(C)C)c(O)c(C2(C)CCCCC2)c1	-1%	-1	0.2	6%	1%	2%	-9%	-1.7
O=C(NCCCn1ccnc1)/C(=C\c1cccs1)NC(=O)c1cccs1	6%	4	1.5	1%	-5%	-5%	-6%	-2.6
O=C(NCc1ccco1)c1ccc(CS(=O)(=O)c2cccc(C(F)(F)F)c2)o1	-4%	-1	-1.8	5%	14%	-3%	-1%	-0.7

# Further entries.
Molecule	EPAC1 ag	PI5P4Ka inh	IL2 activator	EPAC2 agonist	EPAC1 antagonist	WRN inhibitor	PLK1 PBD block	CCT modulator
COCCn1c(C)cc(C(=O)COC(=O)c2ccc3c(c2)NC(=O)CS3)c1C	7%	-16	-2.9	0%	7%	-5%	?	-1.5
COc1cccc(C(=O)Nc2nnc(-c3ccc(F)cc3)o2)c1	9%	-17	-2.8	17%	10%	-8%	-6%	-6.3
CCOc1ccc(NC(=O)Nc2ccon2)cc1	5%	0	0.6	-2%	11%	5%	-5%	-2.8
O=c1[nH][nH]cc1C=NCc1cccc(C(F)(F)F)c1	-8%	1	-3.2	-6%	-11%	6%	0%	1.2
Cc1ccc(C(=O)CSc2cc(C)[nH]c(=O)n2)cc1	-1%	-24	0.3	8%	-21%	-11%	-29%	-1.5
